Compound activity deposited in PubChem by National Center for Advancing Translational Sciences (NCATS).
TRPV1 agonist = human TRPV1 agonism. Q8NER1. TRPV1-expressing cells, Fluo-8 calcium influx, agonist mode. activation, % at 8.33 µM. hit rate 0.19% among 320,000. AID 540275; in the data active = activation above about 80%; inconclusive = between about 30% and that limit; note: 0% is about no effect
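Cells expressing TRPV1 were dye-loaded with Fluo-8 and read kinetically: 10 s baseline, 3 min after compound (agonist portion), then 2 min after EC20 capsaicin (allosteric enhancer portion). Calcium-bound dye fluorescence at 480/520 nm.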
AT treatment = candidate therapy for ataxia-telangiectasia; […] A-T fibroblasts, KAP-1 phosphorylation AlphaLISA; neocarzinostatin DNA damage 30 min before lysis; Potency, µM (highest dose often 57.5 µM), for the others: top-dose activation, hits mostly activators; hit rate 0.19% among 320,000; AID 485349; note: potency is the fitted concentration of half-maximal effect; % of control where 0% means no effect; nearly all actives have a fitted effect of over 45% in size
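hTERT-immortalized A-T patient fibroblasts ([…]), 500 cells/well in OPTI-MEM, 1% FBS, got compounds for 60 min, then NCS for 30 min at 37C. Lysates were then assayed for phospho-KAP-1 by AlphaLISA (anti-pKAP1 donor, anti-KAP1 acceptor beads), 6 hr at 25C.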
TCR act = activators of T cell receptors. 330,000 tested, under 10 active. AID 504894. Potency, µM (titrated, usually from 9.22 µM), for the others: at the top dose activation of IL-2 secretion, usual class: activators. primary human leukocytes, anti-CD3, IL-2 HTRF, 48 h; note: % of control where 0% means no effect
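1) Mix primary human leukocytes, a-CD3 beads and compound. 2) Incubate 48 hr. 3) Add HTRF IL-2 reagents (a-IL-2-K, a-IL-2-d2).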
p53 reactivation = restores transcriptional activity of mutant p53 | H1299 p53-A138V BP100-luciferase reporter, luminescence, 24 h | Potency, µM (series often up to 92.2 µM), for the others: top-dose activity change, positive = activation, usual class: activators | hit rate 0.063% among 320,000 | AID 504706; note: potency is the fitted concentration of half-maximal effect; % of control where 0% means no effect; nearly all actives have a fitted effect of over 45% in size
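H1299 (p53-null), stable ts p53-A138V + BP100-Luc; 1000 cells/well, Opti-MEM/10% FBS; cpd 4 pt, 1:5; 24 h, 37 deg C, 5% CO2; detection reagent 10 min RT; luminescence.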
CXXC DNA block = inhibitors of human MLL CXXC domain-DNA interaction. Q03164. MLL-CXXC / FITC-HOXA9 DNA fluorescence polarization. hit rate 0.037% among 290,000. Potency, µM (series often up to 115 µM), for inactives: at the highest dose activity change, negative = inhibition, actives largely listed as inhibitors; active = well fitted inhibition curve with a large enough effect in the polarisation, with a control signal flat, not every such curve was filed as active; inconclusive = small, poorly fitted or top-dose-only effect, or effect the other way, or a change in a side signal; inactive = no such curve, though single readings can be large or run the other way; the % refers to the polarisation; note: potency is the fitted concentration of half-maximal effect
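Fluorescence polarization: 7 uM MLL-CXXC (stock) preincubated 5 min with compounds, then 50 nM fluorescein-HOX-A9 DNA (stock) added; 30 min ambient. Buffer 50 mM Tris-HCl pH 7.5, 50 mM NaCl, 1 mM DTT, 0.05% BSA.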
Integrin act MD = activates integrin-mediated alleviation for muscular dystrophy. AID 624291. alpha7betagal myoblasts, beta-gal FDG fluorescence, 48 h. hit rate 0.064% among 350,000. Potency, µM (highest dose often 38.3 µM), for the others: at the highest dose activation, most hits filed as activators;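 note: potency is the fitted concentration of half-maximal effect; 100% = response of the positive control SU9516; nearly all actives have a fitted effect of over 60% in size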
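alpha7betagal+/- myoblasts (passage 13, 250/well) treated 48 h at 37C with compounds at 1:260 dilution of DMSO stock. Lysed, then beta-galactosidase activity read as FDG fluorescence (ex 480/em 540) after 30 min, with pre-read for autofluorescence.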
BRCA1 expr act = increases BRCA1 expression. MCF7-BRCA1-FFLuc reporter, luminescence, 48 h; response scale: scaled: vehicle 0%, 10 µM genistein 100%. Potency, µM (top dose mostly 46.1 µM), for the others: at the top dose activation, most hits filed as activators. hit rate 1.1% among 380,000. AID 624202; note: potency is the fitted concentration of half-maximal effect; nearly all actives have a fitted effect of over 80% in size; some results filed as inactive show a strong effect at the top dose
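Cells: MCF7-BRCA1-FFLuc, 2000/well. Exposure: 48 h, 37 °C, 5% CO2. Read: luminescence, 15 min post-substrate. Controls: genistein 10 microM (maximal activation), DMSO (neutral).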
ELG1 repair inh = inhibitors of ELG1-dependent DNA repair in HEK293T cells; HEK293T ELG1-luciferase reporter, luminescence, 16 h; DNA damage induced by 5-fluorouridine; Potency, µM (series often up to 46.1 µM), inactives show at the highest dose activity change, negative = inhibition, usual class: inhibitors; hit rate 2.3% among 330,000; AID 504467; note: potency is the fitted concentration of half-maximal effect; % is set by controls: 0 for no effect and ±100 for the full control effect; nearly all actives have a fitted effect of over 55% in size
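Step one: seed 2,000 cells per well. Step two: pin-transfer compound or DMSO alongside 5-fluorouridine. Step three: incubate 16 hr, 37 °C, 5% CO2. Step four: add ONE-Glo, wait 30 min, read luminescence.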
PTAP TSG101 blk = blocks PTAP/TSG101 interaction to inhibit HIV-1 budding; Potency, µM (titrated, usually from 115 µM), inactives show at the highest dose activity change, negative = inhibition, hits mostly inhibitors; Fluorescence polarization, FITC-PTAP peptide / Tsg101 binding; Q99816; 340,000 tested, under 10 active; active = well fitted inhibition curve with a large enough effect in the main read-out, with a control signal flat, not every such curve was filed as active; inconclusive = small, poorly fitted or top-dose-only effect, or effect the other way, or a change in a side signal; inactive = no such curve, though single readings can be large or run the other way; note: potency is the fitted concentration of half-maximal effect; % of control where 0% means no effect
Target sequence (Q99816 whole entry, looked up): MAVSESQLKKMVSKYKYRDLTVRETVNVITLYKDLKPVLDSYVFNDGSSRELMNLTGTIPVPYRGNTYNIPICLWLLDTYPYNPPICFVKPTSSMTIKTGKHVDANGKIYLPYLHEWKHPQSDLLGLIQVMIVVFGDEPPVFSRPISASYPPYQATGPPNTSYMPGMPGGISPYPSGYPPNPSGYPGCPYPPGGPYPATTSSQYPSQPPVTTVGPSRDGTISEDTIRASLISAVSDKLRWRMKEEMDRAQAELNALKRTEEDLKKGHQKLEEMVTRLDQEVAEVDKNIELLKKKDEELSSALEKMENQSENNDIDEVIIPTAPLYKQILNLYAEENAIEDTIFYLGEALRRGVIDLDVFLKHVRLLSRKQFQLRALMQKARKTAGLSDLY
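Tsg101 binding domain (10 uM final) was mixed with compound and a FITC-labeled PTAP peptide (50 nM final) in HEPES pH 7.5 buffer with NaCl, Tween 20, EDTA and TCEP; fluorescence polarization was read after 20 min at r.t.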
B2AR arrestin = agonists driving beta-arrestin recruitment to human beta2-adrenergic receptor | P07550 | beta-arrestin recruitment to beta2AR, cell-based reporter | Potency, µM (top dose mostly 46.1 µM), without a hit: at the highest dose activation, usual class: activators | hit rate 0.02% among 330,000 | AID 492947;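 note: potency is the fitted concentration of half-maximal effect; 0% = DMSO controls and full agonism = EC100 isoproterenol or metaproterenol; nearly all actives have a fitted effect of over 65% in size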
Target sequence (P07550 whole entry, looked up): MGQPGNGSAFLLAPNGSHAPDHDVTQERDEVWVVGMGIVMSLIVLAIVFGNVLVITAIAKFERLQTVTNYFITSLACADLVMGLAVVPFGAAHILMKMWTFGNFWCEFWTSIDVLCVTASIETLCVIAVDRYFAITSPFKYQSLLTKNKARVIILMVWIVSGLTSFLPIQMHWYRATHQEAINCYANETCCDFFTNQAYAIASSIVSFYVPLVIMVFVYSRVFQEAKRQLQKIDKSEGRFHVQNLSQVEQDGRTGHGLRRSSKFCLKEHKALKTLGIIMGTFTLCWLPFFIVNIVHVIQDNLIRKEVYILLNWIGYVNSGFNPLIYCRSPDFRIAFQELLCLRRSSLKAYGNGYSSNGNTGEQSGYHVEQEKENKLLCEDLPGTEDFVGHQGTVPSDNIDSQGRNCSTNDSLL
The depositor's hits bear a star; ? = inconclusive; · = no result given; [ ] = another dose, or the depositor's remark. Unless noted, calls come from the whole dose curve; as a rule, active = well fitted curve in the direction sought with a large enough effect; inconclusive = small, poorly fitted or top-dose-only effect, or another doubt; inactive = no such curve, though single readings can be large; an effect the other way counts as inactive or inconclusive.

SMILES	TRPV1 agonist	AT treatment	TCR act	p53 reactivation	CXXC DNA block	Integrin act MD	BRCA1 expr act	ELG1 repair inh	PTAP TSG101 blk	B2AR arrestin
CC(C)C[C@@H](CN)NC(=O)c1nc[nH]c1C(=O)N[C@@H](Cc1ccccc1)C(=O)CNC[C@H](C)NC(=O)c1nc[nH]c1C(=O)N[C@@H](CC(C)C)C(=O)O	·	·	3%	·	·	13%	7%	·	-3%	·
C/C(=C\C(=O)c1ccc(Br)cc1)NNC(=O)c1ccccc1	·	·	-14%	·	·	-21%	-93%[inhibitor]	·	0%	·
Cn1cc(SCC(=O)Nc2ccc3c(c2)OCCO3)c2ccccc21	8	-1%	-10%	7%	-3%	14%	20%	?	-3%	-0.4%
Cc1nn(Cc2ccccc2)c(N)c1-c1ccccc1	2	0%	-9%	-4%	-2%	-4%	9%	7%	1%	-0.4%
Cc1occc1-c1nnc(SCC(=O)Nc2ccc(F)cc2)n1C	3	14%	12%	-1%	?	32%	-30%	4%	-2%	-0.2%
O=C(Nc1ccccc1-c1nnc(SCc2ccc(Cl)cc2Cl)o1)c1ccccc1	-2	0%	-1%[46.1 µM]	6%	-3%	2%	-28%	-17%	-2%	-0.8%
CCc1cccc(C)c1NC(=O)COC(=O)c1c2c(nc3ccccc13)/C(=C\c1cccs1)CCC2	-5	4%	-1%[46.1 µM]	-10%	-3%	-30%	-47%	15µM*	1%	-0.3%
CCCCN1C(=O)C(O)(CC(=O)c2c(C)coc2C)c2ccccc21 (centres undefined)	0	5%	3%	-3%	9%	33%	-15%	-3%	-2%	-0.8%
CN(C[C@H](CC1CCCCC1)N(C[C@H](Cc1ccccc1)N(CCc1ccccc1)N=O)N=O)N=O	6	-13%	-5%	2%	-14%	-13%	-16%	?	-1%	-0.4%
COc1ccc2nc(N(CCN(C)C)C(=O)c3ccc(C(=O)c4ccccc4)cc3)sc2c1	2	3%	-1%	6%	3%	38%	11%	10%	2%	-0.2%
COc1cc(OC)cc(-c2nnc(SCC(=O)N3CCCc4ccccc43)o2)c1	2	7%	9%	-5%	-12%	25%	-30%	?	-4%	-0.9%
O=C(CN(CCc1ccccc1)C(=O)CNS(=O)(=O)c1ccc(F)cc1)NCC1CCCO1 (centres undefined)	-1	4%	0%	-4%	-1%	-10%	2%	0%	-2%	-0.3%
O=C(NCCN1CCCCCC1)C1CCCN1S(=O)(=O)c1cccc2nsnc12 (centres undefined)	1	8%	-3%	-4%	21%	24%	5%	2%	-1%	-0.2%
COC(=O)c1ccc(Sc2ccc(F)cc2)c(N)c1	?	1%	2%	13%	-6%	6%	20%	?	-4%	0.2%
O=C1NC(=Nc2cccnc2)S/C1=C/c1ccc(F)cc1	5	-9%	-2%	7%	9%	11%	-16%	15%	2%	-0.5%
COc1ccc2c(c1)OC[C@H]1[C@H]2N2C(=O)CN(CCc3c[nH]c4ccccc34)C(=O)[C@@]2(C)[C@H]1c1ccccc1	2	3%	8%	-10%	·	9%	-42%	5.8µM*	2%	0.5%
CCOc1ccc(OCCCCn2cnc3ccccc3c2=O)cc1	9	0%	2%	-2%	-8%	?	0%	16µM*	-3%	0.3%
COc1ccc(CN2C(=O)CN=C2Nc2ccc(C)cc2C)cc1	3	-9%	5%	-6%	3%	11%	-25%	?	-1%	0.2%
O=C(CSc1ccccc1)Nc1ccncc1	3	-3%	-2%	30%	-10%	6%	0%	1%	0%	0.0%
O=C(CCCn1c(=S)[nH]c2ccsc2c1=O)Nc1ccc2c(c1)OCCO2	-10	-1%	6%	0%	7%	-31%	-4%	?	-4%	-1.0%
CCc1nc(NCCN2CCOCC2)c2oc3ccccc3c2n1	·	-2%	3%	0%	-10%	-34%	-27%	8%	-2%	-0.8%
Cc1nn(Cc2ccc(Cl)cc2Cl)c(C)c1NC(=O)c1sc2ccccc2c1Cl	-6	-2%	-1%	-17%	-1%	-2%	-25%	-3%	5%	-5.1%
COc1ccc(CNC(=O)Cn2nc([N+](=O)[O-])c(Br)c2C)cc1	2	6%	·	8%	6%	15%	-2%	7%	0%	0.2%
Cc1cccc(C)c1NC(=O)CNCC(=O)Nc1c(C)cccc1C	1	1%	3%	-1%	7%	12%	5%	-2%	1%	-0.5%
O=Cc1cccn1Cc1ccc(Cl)cc1Cl	1	·	-7%	-2%	4%	9%	2%	3%	0%	0.1%

Overlap with the part before: 2 compounds, then new ones.
SMILES	TRPV1 agonist	AT treatment	TCR act	p53 reactivation	CXXC DNA block	Integrin act MD	BRCA1 expr act	ELG1 repair inh	PTAP TSG101 blk	B2AR arrestin
Cc1cccc(C)c1NC(=O)CNCC(=O)Nc1c(C)cccc1C	1	1%	3%	-1%	7%	12%	5%	-2%	1%	-0.5%
O=Cc1cccn1Cc1ccc(Cl)cc1Cl	1	·	-7%	-2%	4%	9%	2%	3%	0%	0.1%
COc1c(Br)cc(/C=N/n2c(-c3ccccc3)n[nH]c2=S)c(O)c1Br	-9	1%	1%	0%	-24%	-38%	-64%	?	-6%	-1.0%
Nc1nc(N)c(C=Nc2ccc(Br)cc2)c(Nc2ccc(Br)cc2)n1	8	-9%	-3%	-17%	39%[activator]	16%	-88%	-1%	-5%	0.3%
Cc1c(C(=O)O)[nH]c2ccc([N+](=O)[O-])cc12	-6	6%	4%	-8%	0%	7%	10%	12%	-3%	0.1%
Cc1ccc(-c2ccc(=O)[nH]n2)cc1	-1	0%	1%[46.1 µM]	2%	5%	-15%	8%	-1%	0%	-0.1%
Cc1nn(-c2ccccc2)c2c1/C(=N/O)CC(C)(C)C2	5	-1%	0%	1%	2%	5%	-4%	-1%	-2%	-0.2%
C/C(=N/NC(=O)CNC(=O)c1cccs1)c1ccco1	-2	11%	3%	-2%	2%	2%	2%	7%	-1%	6.0%
Cc1ccsc1/C=C(\C#N)C(=O)NCc1ccco1	13	-5%	4%[46.1 µM]	8%	-4%	-8%	33%	?	-2%	-0.1%
Nc1ccn(-c2ncc(C(F)(F)F)cc2Cl)c(=O)n1	-2	7%	-2%	1%	5%	6%	10%	-7%	-1%	-0.3%
Cc1c(NC(=S)N/C(=N/S(=O)(=O)c2ccc(Cl)cc2)c2ccccc2)c(=O)n(-c2ccccc2)n1C	·	4%	1%	6%	2%	13%	-1%	0%	-5%	-0.6%
CC(NC(=S)Nc1ccccc1)C1COc2ccccc2O1 (centres undefined)	?	7%	2%[46.1 µM]	7%	4%	8%	-25%	-3%	1%	-0.3%
Cc1cc(C)c(C)c(S(=O)(=O)N[C@@H](C)C(=O)OC(C)C(=O)NC(N)=O)c1C (some centres undefined)	-3	-9%	2%	-4%	7%	7%	7%	6%	-10%	-0.3%
Cc1cc(NS(=O)(=O)c2ccc(NC(=O)NC3CCCCC3)cc2)no1	1	2%	7%	-10%	5%	8%	0%	2%	-2%	0.3%
Cc1ccc(NC(=O)Nc2ccnc(-c3cccnc3)n2)cc1	?	-6%	2%	-1%	29%	-48%[inhibitor]	-33%	-20%	-1%	-0.2%
O=C(CCC1COc2ccccc2O1)Nc1ncccc1O (centres undefined)	2	2%	7%	7%	2%	16%	19%	-2%	1%	-0.1%
CC(OC(=O)CCC(=O)c1ccc(F)cc1)C(=O)NC1CCCCC1C (centres undefined)	29	5%	8%	9%	2%	-24%	-22%	3%	-1%	-0.8%
COc1ccc(-c2noc(CN(C)C3CCOCC3)n2)cc1	3	-5%	-1%	0%	-12%	3%	68%	?	-1%	-0.2%

Reformatted as a markdown table: part of the list above.
| smiles | TRPV1 agonist | AT treatment | TCR act | p53 reactivation | CXXC DNA block | Integrin act MD | BRCA1 expr act | ELG1 repair inh | PTAP TSG101 blk | B2AR arrestin |
| --- | --- | --- | --- | --- | --- | --- | --- | --- | --- | --- |
| Cc1ccsc1/C=C(\C#N)C(=O)NCc1ccco1 | 13 | -5% | 4%[46.1 µM] | 8% | -4% | -8% | 33% | ? | -2% | -0.1% |
| Nc1ccn(-c2ncc(C(F)(F)F)cc2Cl)c(=O)n1 | -2 | 7% | -2% | 1% | 5% | 6% | 10% | -7% | -1% | -0.3% |
| Cc1c(NC(=S)N/C(=N/S(=O)(=O)c2ccc(Cl)cc2)c2ccccc2)c(=O)n(-c2ccccc2)n1C | · | 4% | 1% | 6% | 2% | 13% | -1% | 0% | -5% | -0.6% |
| CC(NC(=S)Nc1ccccc1)C1COc2ccccc2O1 (centres undefined) | ? | 7% | 2%[46.1 µM] | 7% | 4% | 8% | -25% | -3% | 1% | -0.3% |
| Cc1cc(C)c(C)c(S(=O)(=O)N[C@@H](C)C(=O)OC(C)C(=O)NC(N)=O)c1C (some centres undefined) | -3 | -9% | 2% | -4% | 7% | 7% | 7% | 6% | -10% | -0.3% |
